L929 necroptosis: inhibitors of zVAD-triggered necroptosis, primary screen, L929 cells. viability rescue, % at 10 µM. L929 zVAD necroptosis rescue, ATP luminescence, 24 h; with zVAD 60 µM. actives 0.38% (n = 220,000). AID 1377, 2008;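 active = activation, scaled between plate controls, above about 75%, limit read from the data; inactive = activation under that limit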;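 note: 0% = zVAD with DMSO and 100% = DMSO alone without zVAD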
PERK inhibitor: block of dimerizer-induced PERK translation repression, primary screen, PERK inhibitor project, CHO PERK-DD cells, SEAP luminescence, HTS; inhibition, % at 5.6 µM; CHO PERK-DD fusion, SEAP luminescence translation reporter; actives 0.17% (n = 220,000); Eukaryotic translation initiation factor 2-alpha kinase 3 (Homo sapiens), Q9NZJ5; AID 1416, 2008;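 active = inhibition above the mean inhibition of all tested compounds plus 3 SD, set separately per screening campaign, cut at about 2.9% in these data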;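 note: PERK kinase domain activated by AP20187 dimerizer at 100 nM; 0% = DMSO with dimerizer and 100% = rapamycin at 8.4 µM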
eIF4E 4G PPI: eIF4E–eIF4G protein interaction inhibitors, primary screen, biochemical, uHTS, TR-FRET, eIF4GI fragment. actives 0.37% (n = 220,000). Eukaryotic translation initiation factor 4E (Mus musculus) + Eukaryotic translation …. TR-FRET eIF4E-eIF4GI(517-606) binding, 2 h. AID 782, 2007. inhibition, % at 21.7 µM;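 active = inhibition above about 30%, limit read from the data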;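 note: 0% = full FRET control wells and 100% = background wells lacking eIF4GI fragment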
Cl transport mod: KCC2 cotransporter modulators, thallium flux, primary screen, cell-based, HEK293 KCC2, FluoZin-2 fluorescence, MLSMR. Solute carrier family 12 member 5 (Homo sapiens), Q9H2X9. KCC2 cells, thallium flux FluoZin-2 fluorescence. actives 2.2% (n = 190,000). B-score of Tl+ flux slope (higher = more flux/activation; lower = inhibition) at 10 µM;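 active = thallium flux slope and its plate-corrected score both differing from the plate sample mean at a set confidence after two filtering rounds, in either direction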;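 note: slope of fluorescence scaled to starting intensity during 10 to 20 s after thallium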
TNF necrop inh: inhibitors of TNF-alpha triggered necroptosis, primary screen, cell-based, Jurkat FADD-/-, single concentration; AID 463075, 2010; Jurkat FADD-/- TNF necroptosis rescue, ATP luminescence, 24 h; 0 = TNF only, 100 = no-TNF cells; activation (protection from cell death), % at 10 µM; actives 0.068% (n = 220,000);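 active = activation, meaning protection from cell death, of at least 50% relative to plate controls; inactive = activation below 50%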;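 note: necroptosis triggered by 40 ng/mL TNF-alpha added together with compound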
EBV gp42 inh: Epstein-Barr virus gp42 inhibitors, primary screen, biochemical, uHTS, fluorescence polarization. Fluorescence polarization binding assay, mP read-out. Glycoprotein 42 (Epstein-Barr virus (strain AG876)), Q1HVG2. AID 1085, 2008. actives 0.42% (n = 220,000). inhibition, % (tested at 21.74 µM); in the data active = inhibition above about 50%
Target sequence (Q1HVG2 whole entry, looked up): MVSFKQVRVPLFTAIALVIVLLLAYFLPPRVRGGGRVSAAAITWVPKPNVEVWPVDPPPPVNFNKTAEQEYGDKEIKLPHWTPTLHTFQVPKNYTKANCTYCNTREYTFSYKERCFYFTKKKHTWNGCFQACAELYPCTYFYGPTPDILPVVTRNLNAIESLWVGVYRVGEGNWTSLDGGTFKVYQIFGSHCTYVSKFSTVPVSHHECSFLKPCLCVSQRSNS
Rad51 HR inh: human RAD51 strand exchange inhibitors, primary screen, biochemical, fluorescence; hRad51 DNA strand exchange, fluorescence dequenching; actives 0.085% (n = 200,000); inhibition, % at 10 µM;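 active = inhibition above 40% at the single screening dose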;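 note: 0% = DMSO control wells and 100% = blanks with heterologous ssDNA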
Target sequence (Q06609 whole entry, looked up): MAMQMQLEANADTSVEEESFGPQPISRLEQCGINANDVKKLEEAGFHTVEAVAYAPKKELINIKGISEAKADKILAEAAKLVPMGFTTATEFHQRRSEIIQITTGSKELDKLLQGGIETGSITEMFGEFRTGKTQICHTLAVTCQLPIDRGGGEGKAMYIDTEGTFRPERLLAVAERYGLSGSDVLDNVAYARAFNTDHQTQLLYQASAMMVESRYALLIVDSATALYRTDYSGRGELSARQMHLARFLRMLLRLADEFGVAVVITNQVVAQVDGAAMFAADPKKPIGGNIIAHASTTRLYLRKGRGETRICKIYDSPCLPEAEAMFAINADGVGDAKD
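material = hRad51 filaments on single-stranded DNA | reagent = Donor/quencher-labelled 47-bp dsDNA substrate | compound = 10 µM final, single point | schedule = strand-exchange reaction 15 min at room temperature | measured by = fluorescein emission 520 nm, excitation 485 nm | read-out basis = % inhibition versus plate control and blank means | benchmarks = plate controls and plate blanks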
m-calpain inh: inhibitors of pig calpain II, primary screen, biochemical, fluorogenic peptide substrate, 1536-well. purified calpain II, 30 min. inhibition, % at 16 µM. actives 0.37% (n = 220,000). AID 1236, 2008;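 active = inhibition above about 50%, limit read from the data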
MDM2 E3 inh: MDM2-luciferase reporter signal enhancers, primary screen, MDM2 E3 ligase inhibitor project, cell-based, luminescence, 1536-well | signal enhancement, % at 5 µM | E3 ubiquitin-protein ligase Mdm2 (Homo sapiens), Q00987 | AID 1230, 2008 | actives 0.11% (n = 210,000) | cell-based MDM2 ubiquitination luciferase reporter, 2 h; 0 = plate control, 100 = twice control, blank-subtracted;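 active = signal enhancement of 30% or more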;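 note: luminescence tracks abundance of the self-degrading MDM2-luciferase fusion protein; higher signal means inhibition of MDM2 E3 ligase activity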
Target sequence (Q00987 whole entry, looked up, the tested form may be a part): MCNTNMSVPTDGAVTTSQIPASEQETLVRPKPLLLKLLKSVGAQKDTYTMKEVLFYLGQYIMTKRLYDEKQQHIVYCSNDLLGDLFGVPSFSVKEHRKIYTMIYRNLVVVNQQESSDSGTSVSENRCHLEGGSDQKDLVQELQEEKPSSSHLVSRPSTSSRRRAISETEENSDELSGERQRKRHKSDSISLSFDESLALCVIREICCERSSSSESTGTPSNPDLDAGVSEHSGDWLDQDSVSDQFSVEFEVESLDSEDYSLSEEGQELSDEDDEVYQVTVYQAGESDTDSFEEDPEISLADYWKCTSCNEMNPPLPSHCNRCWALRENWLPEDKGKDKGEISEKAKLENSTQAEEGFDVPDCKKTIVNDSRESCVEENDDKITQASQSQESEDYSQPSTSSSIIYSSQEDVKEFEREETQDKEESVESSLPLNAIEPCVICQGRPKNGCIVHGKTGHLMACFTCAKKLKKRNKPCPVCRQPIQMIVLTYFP
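Test system: mammalian cells stably expressing self-ubiquitinating, self-degrading MDM2 E3–luciferase fusion; Amount: 2000 cells in each well; Medium: DMEM; Schedule: 4 h settle plus 2 h compound, 37 °C; Technique: SteadyLite luciferase luminescence after 15 min room-temperature reagent incubation; Benchmarks: plate control and blank wells.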
The depositor's hits bear a star; i = inactive; · = not tested or not shown; [ ] = dose if it differs, or a comment.

SMILES	L929 necroptosis	PERK inhibitor	eIF4E 4G PPI	Cl transport mod	TNF necrop inh	EBV gp42 inh	Rad51 HR inh	m-calpain inh	MDM2 E3 inh
CCOc1ccc(Cl)cc1S(=O)(=O)NCc1cccnc1	0.1	-0.1	-14	1.5	1.5	9	0	-38	-2
Cc1ccc(OCCCCn2ccnc2)c(Cl)c1	0.0	0.6	0	·	-4.3	-10	13	-3	5
CCOc1ccccc1NC(=O)CCN(c1ccc(C)cc1)S(=O)(=O)c1ccccc1	0.2	-0.1	5	-1	4.9	-11	-3	42	-12
O=[N+]([O-])c1cc(C(F)(F)F)ccc1Sc1nccn1Cc1ccccc1	0.0	0.4	-11	-0.052	-2.6	-12	0	-20	1
Cc1cccc(-c2ncc(CN3CCCC(CO)(Cc4ccccc4C)C3)cn2)c1 (centres undefined)	0.8	2.2	-3	-1.2	0.8	-12	-9	39	-14
O=C(NCCN1CCN(c2ccccc2)CC1)c1ccc(NC(=O)C2CCCO2)cc1 (centres undefined)	0.6	-0.8	-6	-0.48	0.3	-2	2	-51	-10
CCOC(=O)n1n[n+]([O-])c2ccccc21	1.0	0.8	17	1.2	0.2	-6	6	9	-3
CCOC(=O)Cc1csc(NC(=O)c2csc(C)c2)n1	1.0	0.3	-1	-1.3	-1.8	1	-1	-11	-10
CCC(CC)c1ncc[nH]1	-0.3	0.6	0	-0.078	1.6	-3	-9	-22	·
CCCCC(=O)NC1(C(F)(F)F)C(=O)N(Cc2ccco2)C(C)=C1C(=O)OC (centres undefined)	-0.3	-1.1	2	0.62	-1.6	-1	8	-9	10
Cc1ccc(Cn2ccc(NC(=O)c3noc4c3CCCCC4)n2)cc1	3.1	-0.3	0	0.25	1.6	-18	-1	-4	6
CCC(C)NC(=O)C(NS(=O)(=O)c1ccc2c(c1)c(=O)n(C)c(=O)n2C)c1ccccc1 (centres undefined)	1.5	0.6	3	2	0.0	-11	-5	7	-16
COc1ccc(C2=NN(CCC(=O)NCc3ccc4c(c3)OCO4)C(=O)CC2)cc1	1.4	-0.4	-8	2.2	3.2	10	4	3	-7
Fc1ccc(CNC(=S)Nc2ccccc2Cl)cc1	0.3	0.5	-1	0.91	-6.2	1	5	4	-11
COc1ccccc1NC(=O)N(Cc1cccs1)Cc1cc2cc3c(cc2[nH]c1=O)OCO3	1.0	-1.0	-6	0.7	-3.8	14	·	-13	-1
CCn1c2ccccc2c2cc(CN3CCN(S(C)(=O)=O)CC3)ccc21	4.0	-0.7	2	-0.96	6.2	-5	·	-57	-3
CCc1ccc(CN2CCN(C(=O)c3cccc(OC)c3OC)CC2)cc1	-0.4	-0.4	-4	0.017	-12	-9	2	-1	-20
CCC(OC(=O)CCc1nc2ccccc2[nH]c1=O)C(=O)c1ccccc1 (centres undefined)	-1.1	1.1	5	-1.1	-2.3	3	-3	-38	-45
COc1cc(NC(=O)COC(=O)/C=C/c2c(C)nn(-c3ccc(F)cc3)c2Cl)cc(OC)c1	0.4	0.9	19	0.32	3.0	-24	2	-19	-3
COC(=O)c1c(C)[nH]c(C(=O)/C=C/c2cccc(Cl)c2)c1C	49	1.6	-3[fluorescence artefact?]	-0.5	3.2	-5	2	-17	-1
COc1ccc(OCC(=O)N2CCN(C(=O)c3cccc4ccccc34)CC2)cc1	-0.6	-1.0	1	-1.1	-0.3	3	1	8	-26
COc1ccc(/C=C/C(=O)OCC(=O)Nc2cc(S(=O)(=O)N(C)C)ccc2Cl)cc1	1.1	0.3	2	0.032	-1.4	1	10	34	-18
CC(=O)NCCc1nc2cc(NC(=O)c3cccs3)ccc2n1C	2.1	1.3	1	-0.81	-0.2	3	-2	-18	-11
O=C(/C=C/c1ccccc1[N+](=O)[O-])OCC(=O)c1ccccc1	1.1	0.2	1	-3	-1.0	-9	-124	-9	0
NC(=O)COC(=O)c1ccc(S(=O)(=O)NCc2ccco2)cc1	0.7	1.0	12	1.4	1.1	-11	2	10	-50
O=C(NCCN1C(=O)S/C(=C\c2ccc(Cl)c(Cl)c2)C1=O)c1ccc2c(c1)C(=O)N(Cc1ccncc1)C2=O	1.2	0.8	13	0.56	1.0	-2	1	-82	-2
Cc1ccsc1C(C(=O)NC1CCCCC1)N(C(=O)c1csnn1)C1CC1 (centres undefined)	-0.2	0.4	2	0.073	-1.9	2	0	11	-20
CCNc1ccc(C(=O)OC(C(=O)NC(N)=O)C(C)C)cc1[N+](=O)[O-] (centres undefined)	-0.4	-0.3	-2	·	-1.4	-10	12	21	1
COc1ccc(N2CCN(S(=O)(=O)c3ccc(OC)cc3)CC2)cc1	0.6	0.5	0	0.14	1.4	-3	5	24	0
CCCCNC(=O)c1ccccc1NS(=O)(=O)c1ccc2c(c1)OCCO2	-0.1	0.5	6	-0.057	0.0	-11	0	-31	-17
CC1(C)CC(=O)C2=C(C1)Oc1ncn(CCO)c(=N)c1C2c1ccccc1 (centres undefined)	0.1	-0.1	7	·	0.2	-11	10	-19	-6
O=C(Nc1ccccc1)c1cccc(-c2nnc(-c3ccccc3)o2)c1	1.5	1.0	-4[fluorescence artefact?]	0.43	0.0	-8	12	-7	-9
CCc1cc(=O)[nH]c(SCCC(F)=C(F)F)n1	14	0.5	-1	-0.15	-0.8	-7	10	-21	17
COc1ccc(OCc2nn3c(-c4cccc(OC)c4)nnc3s2)cc1	0.1	1.5	-16[fluorescence artefact?]	-0.056	-0.1	-9	-11	32	-11
O=C(O)CN=C(NS(=O)(=O)c1ccc(Cl)cc1)c1ccc(F)cc1	0.1	1.1	-1	-0.14	0.0	-18	26	-8	-24
CCOC(=O)C(C)Sc1nnc(Cn2c(=O)sc3ccccc32)n1-c1ccccc1 (centres undefined)	-1.1	0.0	-2	-0.19	0.6	-7	·	21	-11
O=C(O)CCN1C(=O)c2ccccc2C1=O	-0.2	1.7	6[fluorescence artefact?]	·	-0.7	-5	-7	-22	-14
c1csc(CCNc2ncnc3sc4c(c23)CCC4)c1	-1.0	·	-2	-4.5*	-8.3	-2	9	-9	-15
CCCS(=O)(=O)N1CCC(C(=O)NCCCOCC)CC1	0.4	1.7	1	0.73	0.3	0	-4	-9	-15
O=C1C=CC(=O)N1c1cccc(-c2ccccc2)c1	9.0	-0.4	-1	-0.43	-24	-19	-12	12	-12

Three compounds already listed, arranged by length of the SMILES, rising:
SMILES	L929 necroptosis	PERK inhibitor	eIF4E 4G PPI	Cl transport mod	TNF necrop inh	EBV gp42 inh	Rad51 HR inh	m-calpain inh	MDM2 E3 inh
Cc1ccc(Cn2ccc(NC(=O)c3noc4c3CCCCC4)n2)cc1	3.1	-0.3	0	0.25	1.6	-18	-1	-4	6
CCNc1ccc(C(=O)OC(C(=O)NC(N)=O)C(C)C)cc1[N+](=O)[O-] (centres undefined)	-0.4	-0.3	-2	·	-1.4	-10	12	21	1
COc1ccccc1NC(=O)N(Cc1cccs1)Cc1cc2cc3c(cc2[nH]c1=O)OCO3	1.0	-1.0	-6	0.7	-3.8	14	·	-13	-1

The list goes on.
SMILES	L929 necroptosis	PERK inhibitor	eIF4E 4G PPI	Cl transport mod	TNF necrop inh	EBV gp42 inh	Rad51 HR inh	m-calpain inh	MDM2 E3 inh
COc1cccc(-c2nnc(NC(=O)c3ccccc3Br)o2)c1	-0.3	·	-25	2.8	0.3	-4	0	-2	-8
O=C(NCCC1=CCCCC1)C1CC(=O)N(C2CCCCC2)C1 (centres undefined)	-0.2	-0.6	2	·	-1.8	-19	1	-13	-10
CC1CN(Cc2csc(-c3ccc(Cl)cc3)n2)CC(C)O1 (centres undefined)	0.5	0.0	2	-1.2	-0.2	-4	19	49	-12
CC1=C(C(=O)N2CCN(c3cc(C)ccc3C)CC2)C2(CCCCC2)OC1=O	·	1.2	-1	0.5	-0.6	-13	·	6	·
CCn1c(SCC(=O)Nc2ccc(C)cc2)nc2nc3c(cc2c1=O)CCCC3	-0.2	0.1	1	5.1	3.6	-17	1	14	-8
COc1cc(C(=O)N2CCCC(c3nc(-c4cccs4)no3)C2)cc(OC)c1OC (centres undefined)	-0.8	-0.2	-4	-0.31	-0.5	-7	6	11	-11
Cc1cc(NC(=O)CSc2nnc(-c3ccoc3C)o2)no1	0.2	0.3	-3[fluorescence artefact?]	·	0.2	-9	5	-11	-12
O=C(NCc1ccco1)C1CC(c2c(Cl)cccc2Cl)=NO1 (centres undefined)	-0.2	0.2	8	·	-11	-18	-6	-32	-12
O=C(CNC(=O)C12CC3CC(CC(C3)C1)C2)N1CCN(S(=O)(=O)c2cccs2)CC1	-0.1	0.3	7	-2.6	0.9	-2	6	3	0
COC(=O)c1ccc(C(=O)OC)c(N)c1	-0.1	0.7	-9	0.44	-3.1	-10	2	i	-22
NC(=O)c1oc2ccc(Cl)cc2c1NC(=O)CN1CCOCC1	0.6	0.8	-10	0.041	0.3	-10	-3	-12	2
O=C(CS(=O)(=O)c1ccc2ccccc2c1)Nc1ccccc1Cl	0.7	0.1	-1	-2.6	1.5	10	3	21	-22
O=c1c2c([nH]c3ccccc13)CCCCC2	1.3	0.8	-1	i	2.1	-5	-9	-22	-9
COc1ccccc1CNC(=O)CCNC(=O)Cn1ccc2ccccc2c1=O	-0.2	-0.8	-13	-1.5	-0.7	-2	0	-43	0
COc1ccc(Cl)cc1NC(=O)COC(=O)CNC(=O)c1ccc([N+](=O)[O-])c(C)c1	0.0	0.2	-3	1.3	0.5	2	-3	18	-12
COC(=O)c1ccc(CSc2n[nH]c(=S)s2)o1	-0.6	0.2	33*	-2.3	0.7	-43	-1	-5	3
CCOCCCNC(=S)N1CCCN(c2nc3cc(C)cc(C)c3cc2C#N)CC1	0.4	-0.5	0	-0.51	-1.4	1	·	-90	-19
Cn1nnnc1SCC(=O)c1c(N)n(C)c(=O)n(C)c1=O	1.6	1.9	4[fluorescence artefact?]	·	0.9	-11	-4	-19	-23
CCOc1ccc(Cc2n[nH]c(=S)n2Cc2ccccc2)cc1	-0.5	0.5	3	-2.4	0.0	-16	8	5	4
Cc1ccc(C(=O)Nc2ccc3cn[nH]c3c2)cc1S(=O)(=O)N1CCOCC1	3.6	1.1	-5	0.24	0.2	5	·	-73	·
O=C(NCc1ccc(F)cc1)c1c2c(nc3ccccc13)CCN(Cc1ccccc1)C2	-0.6	-0.3	3	0.57	1.1	-24	-3	16	-17
Cc1cc(C)nc(Sc2c(C)n[nH]c2C)n1	0.5	1.4	·	1.4	-3.0	·	-1	·	-15

Screening data from PubChem BioAssay.
